# Screens: PubChem, National Center for Advancing Translational Sciences (NCATS)
# S3 lipid droplet: qHTS Assay for Lipid Storage Modulators in Drosophila S3 Cells; AID 2685; 0.64% of 320,000 active; Drosophila S3 cells, BODIPY lipid droplet fluorescence, 18-24 h; cells fed with added oleic acid; lipid storage change, negative = inhibition, % at the top dose, mostly 46.1 µM; hits show Potency in µM; active = well fitted inhibition curve with a large enough effect in the signal ratio, with a control signal flat, not every such curve was filed as active; inconclusive = small, poorly fitted or top-dose-only effect, or effect the other way, or a change in a side signal; the % refers to the signal ratio
#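 Drosophila S3 cells got compounds at several concentrations plus oleic acid (400 uM solution). Laser-scanning cytometry with 488 nm excitation read lipid droplets at 500-530 nm and cells at 575-640 nm. Percent activity was relative to 20 uM Triacsin C.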
# S3 lipid droplet cell count max: also measured in S3 lipid droplet; calls as there; cell number change, %; measured here: cell count max response;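 cells counted by Cell Tracker Red CMTPX staining in the red channel; peak over a dose series mostly up to 46.1 µM; percent activity relative to internal control wells on each plate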
# The depositor's hits bear a star; i = inactive; ? = inconclusive; · = not tested or not shown; [ ] = remark or other dose. % is set by controls: 0 for no effect and ±100 for the full control effect; potency is the fitted concentration of half-maximal effect.
# A first look:
SMILES,S3 lipid droplet,S3 lipid droplet cell count max
COc1cccc(NC(=O)C2CCCN(S(=O)(=O)c3cccc4cccnc34)C2)c1 (configuration not stated),14%,5
CCCCNC(=O)CCCn1c(=O)[nH]c2ccc(Br)cc2c1=O,?,·
Cc1cccc(C)c1NC(=O)C1c2cccc[n+]2CC(=O)N1Cc1cccs1 (configuration not stated),?,·
CC(C)Cn1c(SCC(=O)N2CC(=O)Nc3ccccc32)nc2ccccc21,11%,13
Cc1ccc(NC(=O)NCCc2ccc(S(N)(=O)=O)cc2)cc1,?,·
Cn1cc(CCC(=O)N2CCCC(C(=O)c3ccc(C(C)(C)C)cc3)C2)cn1 (configuration not stated),?,·
Cc1ccc(S(=O)(=O)Nc2ccc(-c3nnc(SCc4ccccc4Cl)o3)cc2)cc1,-7%,1
COc1ccccc1CNC(=O)CS(=O)(=O)Cc1ccccc1,-7%,-2
O=C(O)CCC(=O)CCC(=O)c1ccc(Cl)cc1,?,·
CCOC(=O)c1c(C)n(C)c2ccc(O)c(CN(CC)CC)c12,?,·
O=C(/C=C/c1ccccc1[N+](=O)[O-])N1CCCCC1,?,·
COC(=O)[C@H](Cc1ccccc1)NC(=O)Nc1ccc(OC)cc1,?,·
Cc1ccccc1NC(=O)C(C)c1ccc(-c2ccccc2)c(F)c1 (configuration not stated),?,·
CCOC(=O)c1nn(C)c(C)c1Cl,3%,-7
CCOC(=O)N1CCN(S(=O)(=O)c2ccc(OCC)cc2)CC1,?,·
NC(=S)N=Nc1c(O)n(C2OC(=O)c3ccccc32)c2ccccc12 (configuration not stated),?,·
COCCN(C)C(=O)CC1C(=O)NCCN1CC(c1ccccc1)c1ccccc1 (configuration not stated),?,·

# The list itself (from the top)
SMILES,S3 lipid droplet,S3 lipid droplet cell count max
COc1cccc(NC(=O)C2CCCN(S(=O)(=O)c3cccc4cccnc34)C2)c1 (configuration not stated),14%,5
CCCCNC(=O)CCCn1c(=O)[nH]c2ccc(Br)cc2c1=O,?,·
Cc1cccc(C)c1NC(=O)C1c2cccc[n+]2CC(=O)N1Cc1cccs1 (configuration not stated),?,·
CC(C)Cn1c(SCC(=O)N2CC(=O)Nc3ccccc32)nc2ccccc21,11%,13
Cc1ccc(NC(=O)NCCc2ccc(S(N)(=O)=O)cc2)cc1,?,·
Cn1cc(CCC(=O)N2CCCC(C(=O)c3ccc(C(C)(C)C)cc3)C2)cn1 (configuration not stated),?,·
Cc1ccc(S(=O)(=O)Nc2ccc(-c3nnc(SCc4ccccc4Cl)o3)cc2)cc1,-7%,1
COc1ccccc1CNC(=O)CS(=O)(=O)Cc1ccccc1,-7%,-2
O=C(O)CCC(=O)CCC(=O)c1ccc(Cl)cc1,?,·
CCOC(=O)c1c(C)n(C)c2ccc(O)c(CN(CC)CC)c12,?,·
O=C(/C=C/c1ccccc1[N+](=O)[O-])N1CCCCC1,?,·
COC(=O)[C@H](Cc1ccccc1)NC(=O)Nc1ccc(OC)cc1,?,·
Cc1ccccc1NC(=O)C(C)c1ccc(-c2ccccc2)c(F)c1 (configuration not stated),?,·
CCOC(=O)c1nn(C)c(C)c1Cl,3%,-7
CCOC(=O)N1CCN(S(=O)(=O)c2ccc(OCC)cc2)CC1,?,·
NC(=S)N=Nc1c(O)n(C2OC(=O)c3ccccc32)c2ccccc12 (configuration not stated),?,·
COCCN(C)C(=O)CC1C(=O)NCCN1CC(c1ccccc1)c1ccccc1 (configuration not stated),?,·
COc1ccc(N(C(=O)Nc2ccc(Cl)cc2)C2=NCCC2)cc1,i,20
O=C(COC(=O)C1c2ccccc2Oc2ccccc21)NC1CCS(=O)(=O)C1 (configuration not stated),i,-16
Cc1cccc(Nc2nc(N)c([N+](=O)[O-])c(N3CCOCC3)n2)c1,?,·
Cc1cc2cc(CNC(=O)C3CC3)ccc2n1C,?,·
CC1=C(C(=O)Nc2ccccn2)C(c2ccc(Cl)cc2)NC(=S)N1 (configuration not stated),5%,-11
O=C(COC(=O)c1ccc(S(=O)(=O)N2CCOCC2)cc1)NCc1cccs1,-5%,-4
CS(=O)(=O)N1CCN(c2ccc(NC(=O)CSc3nnc(-c4ccco4)o3)cc2)CC1,-9%,-14
COc1ccc(N2CCN(S(=O)(=O)c3cccs3)CC2)cc1,i,·

# The list continues.
SMILES,S3 lipid droplet,S3 lipid droplet cell count max
O=C1N/C(=C/c2ccco2)C(=O)N1Cc1ccccc1F,?,·
COc1ccc(CC(=O)NNC(=S)Nc2ccccc2)cc1Cl,?,·
Cc1ccc(NC(=O)c2c(O)c3ccccc3n(C)c2=O)nc1,9%,-16
CC(C)n1cc(C(=O)N2CCCC(N3CCN(c4ccc(F)cc4)CC3)C2)cn1 (configuration not stated),-2%,1
COc1cc(S(=O)(=O)NCCCn2ccnc2)ccc1F,?,·
Fc1ccc(Cn2nnnc2CN2CCN(C3CCCC3)CC2)cc1,?,·
Cc1cc(C)nc(NC(=O)/C=C/c2ccccc2Cl)c1,-1%,-3
COC(=O)Cc1ccc(OC(=O)c2cccc(S(=O)(=O)N3CCN(C)CC3)c2)cc1,-8%,·
Cc1ccc2[nH]c(=O)c(CN(C(=O)c3cccc([N+](=O)[O-])c3)C(C)C)cc2c1,?,·
Cc1ccc(S(=O)(=O)N2CCC(C(=O)OCC(=O)N(C)c3ccccc3)CC2)cc1C,?,·
CC(/C=N/NC(=O)Cn1nnc(N)n1)=C\c1ccc(C(C)C)cc1,?,·
Cn1cnnc1Sc1ccc(C(=O)NCCC23CC4CC(CC(C4)C2)C3)cc1[N+](=O)[O-],-13%,-8
CCN1CCN(C(c2cccc(OC)c2OC)c2nnnn2Cc2ccco2)CC1 (configuration not stated),-6%,11
CCOc1ccc(S(=O)(=O)NCCC(=O)NCc2ccncc2)cc1,?,·
COC(=O)c1ccc(NC(=O)Nc2ccc([N+](=O)[O-])cc2)cc1,?,·
O=C(CN1CCN(C(=O)c2c(F)cccc2F)CC1)Nc1ccccc1C(F)(F)F,?,·
COc1ccc2c3c([nH]c2c1)[C@H]1C[C@H]2[C@H](C[C@@H](O)[C@H](OC)[C@H]2C(=O)O)CN1CC3,-5%,-10
CCC(C)(C)NC(=O)C(c1ccc(F)cc1)N(Cc1cccs1)C(=O)c1cnccn1 (configuration not stated),-3%,10
CC(C)(C)C(=O)NCCc1nc2ccccc2n1CC(=O)c1ccc(Cl)cc1,-5%,3
Cc1ccc(Nc2nc3ccccc3c(=O)[nH]2)cc1C,?,·
CC(C)C(=O)N1CCC2(CC1)Oc1ccc(F)cc1C(=O)C21CC(c2ccc(Cl)cc2)=NO1 (configuration not stated),18%,5
CCOc1ccccc1/C=N/n1c(COc2ccccc2)n[nH]c1=S,?,·
Fc1ccccc1N1CCN(Cc2cc(-c3ccccc3)on2)CC1,16%,12
c1ccc(-c2nc(NCC3CCCO3)c3oc4ccccc4c3n2)cc1 (configuration not stated),?,·
OCC1(Cc2ccccc2)CCCN(Cc2ccc(-c3ccco3)cc2)C1 (configuration not stated),-12%,2

# (list continues)
SMILES,S3 lipid droplet,S3 lipid droplet cell count max
CCc1ccccc1NC(=O)Nc1ccc(F)cc1F,?,·
CCN1CCC(NC(=O)Nc2cccc(C(F)(F)F)c2)CC1,1%,17
COc1ccc2c(c1OC)CCC2=O,8%,0
COc1ccc(OCCCC(=O)ON=C(N)c2ccccc2C)cc1,?,·
CN1CC(=O)N(CC(=O)Nc2cc(Cl)cc(Cl)c2)C1=O,5%,·
Cn1c2ccccc2c(=O)c2c(O)cccc21,?,·
O=C(COC(=O)C1COc2ccccc2O1)NC1CCS(=O)(=O)C1 (configuration not stated),?,·
CCOc1ccc(NC(=O)C/C(C)=N/NC(=O)Cc2ccc(Cl)cc2)cc1,?,·
Cc1csc(NC(=O)c2cccn2C)n1,7%,0
COc1ccc(NC(C)=O)cc1S(=O)(=O)Nc1ccc2c(c1)OCCO2,-7%,-13
N#Cc1ccc(OCC(=O)Nc2ccc3[nH]c(=O)[nH]c3c2)cc1,?,·
CC(C)(C)C(=O)OC/C(N)=N/OC(=O)c1ccc(Cl)c(Cl)c1,3%,2
COc1c(F)c(F)c(C(=O)O)c(Nc2ccccc2)c1F,-14%,-10
COc1ccc(NC(=O)Nc2nnc(-c3ccccc3F)s2)cc1,?,·
O=c1[nH][nH]cc1C=Nc1ccccc1O,?,·
Cc1c(Cl)c([N+](=O)[O-])nn1CC(=O)NCCCN1CCOCC1,?,·
Cc1cc(C(=O)COC(=O)c2ccc(O)cc2)c(C)n1Cc1ccco1,?,·
COc1ccc(NC(=S)NNC(=O)c2cccnc2)cc1OC,2%[9.22 µM],10
O=C(CCc1ccccc1)NCCCN1CCOCC1,-12%,-10
Cc1ccc(F)cc1NC(=O)COC(=O)COc1ccc(C#N)cc1,?,·
COc1ccc(NC(=O)C(OC(=O)c2cnc(C)cn2)c2ccccc2)cc1Cl (configuration not stated),?,·
Cn1c(Cc2cccs2)nnc1SCc1nc2ccccc2[nH]1,?,·
c1ccc(CN2CCN(c3nc(-c4ccccc4)nc(-n4ccnc4)n3)CC2)cc1,?,·
O=C(Nc1ccccc1)c1cccc(=O)o1,-6%,-1
Cc1nc(C)c(-c2csc(N)n2)s1,7%,3

# Next part.
SMILES,S3 lipid droplet,S3 lipid droplet cell count max
COc1ccc(NC(=O)Nc2sc(NS(=O)(=O)c3ccccc3)nc2C)cc1,?,·
Cc1nn(Cc2ccccc2)c2c1C(c1ccncc1)C(C#N)=C(N)O2 (configuration not stated),7%,-17
Cc1nc(C(=O)O)cc2c1[nH]c1ccccc12,?,·
COc1ccc(C2c3ccc4ccccc4c3Oc3ncn(CCN(C)C)c(=N)c32)cc1 (configuration not stated),6%,-14
Cc1ccc(C(=O)Nc2ccc(S(=O)(=O)N3CCN(C)CC3)cc2)o1,i,12
CN(C(=O)Nc1cnc2ccccc2c1)c1ccccc1,0%,4
Cc1nn(Cc2ccc(C(=O)NN)cc2)c(C)c1Cl,9%,17
CCNc1nc(NCC)nc(OCCOC(=O)Nc2ccccc2)n1,?,·
O=C(O)c1ccccc1C(=O)NCc1cccnc1,?,·
C/C(=N/N=C/c1ccccc1O)c1ccccc1O,-1%,-6
Cc1ccc(-c2nnn3c2nc(NCCc2ccc(S(N)(=O)=O)cc2)c2ccccc23)cc1,?,·
N#Cc1c(-c2ccccc2)nc2n1CCS2,?,·
COc1ccccc1CCNC(=O)c1ccoc1C,?,·
CCC(Sc1nc(N)c(NC(=O)c2ccc(OC)cc2)c(=O)[nH]1)C(=O)O (configuration not stated),?,·
O=c1[nH]c(CN(CCc2ccccc2)S(=O)(=O)c2ccc(Cl)cc2)nc2ccccc12,24%,8
CN(C(=O)CSc1nnc(NCc2ccccc2)s1)C1CCS(=O)(=O)C1 (configuration not stated),?,·
O=C1CC(CCC(=O)NC2CC2)c2ccccc2N1 (configuration not stated),?,·
Cc1cc2n(n1)C(c1ccc(N(C)C)cc1)Nc1ccccc1-2 (configuration not stated),4%,4
Cc1cccc(C)c1NC(=O)N1CC=C(n2c(=O)[nH]c3ccccc32)CC1,-28%,·
COc1ccc(N2C(=O)CSCC2=O)cc1OC,?,·
COc1ccc(C2CCN(Cc3cccnc3)CC2O)cc1 (configuration not stated),?,·
CCOc1ccc(N2C(=O)S/C(=C\c3ccc(O)c(OC)c3)C2=O)cc1,-10%,-18
COc1cccc(C(=O)NC(=S)N2CCN(c3ccc(C(F)(F)F)cc3[N+](=O)[O-])CC2)c1,?,·
Cc1ccc(NC(=S)N2CCN(S(C)(=O)=O)CC2)cc1,?,·
CC(=O)N1CCN(c2ccc(N=Cc3c(O)n(Cc4ccccc4)c(=O)[nH]c3=O)cc2)CC1,-11%,0

# More structures follow:
SMILES,S3 lipid droplet,S3 lipid droplet cell count max
CC1=C(C(=O)Nc2ccc(F)cc2)C(c2ccc(C)o2)C2=C(CC(C)(C)CC2=O)N1 (configuration not stated),i,·
COc1ccc(CCCc2n[nH]c(=S)n2C)cc1C,0%,-7
CS(=O)(=O)N1CCCC(C(=O)Nc2ccc(F)cc2F)C1 (configuration not stated),?,·
Cc1cc(C)n2nc(SCc3ccc(C#N)cc3)nc2n1,?,·
CCNc1nc(NCC)n2c(SCC(=O)Nc3ccccc3F)nnc2n1,?,·
COc1ccccc1Cn1c(=S)[nH]c2cc(C(=O)N3CCC(C(N)=O)CC3)ccc2c1=O,i,·
CCCN(C(=O)CSc1nnnn1C)C1CCS(=O)(=O)C1 (configuration not stated),?,·
CCOC(=O)c1csc(NC(=O)CN2CCOCC2)n1,i,-18
O=C(c1cccc(C(F)(F)F)c1)C1CCCN(Cc2cccc(OCCO)c2)C1 (configuration not stated),6%,-7
O=C(NC(=S)NCc1ccccc1)C1CC1,?,·
O=C(COc1ccc2c(c1)C(=O)CC1(CCCCC1)O2)NCc1ccccn1,?,·
CCCC(=O)Nc1cc(C(F)(F)F)ccc1N1CCOCC1,4%,12
c1ccc(Nc2nc3ccccc3o2)cc1,?,·
CC1CCc2c(sc(NC(=O)c3ccc(N4C(=O)CCC4=O)cc3)c2C(N)=O)C1 (configuration not stated),?,·
CC(C)c1nnc(NC(=O)CCS(=O)(=O)Cc2ccccc2)s1,?,·
O=C(Nc1ccc(N2CCCCC2)cc1)c1cncc(Br)c1,1%,-13
Cc1nn(CC(=O)N/N=C/c2ccc3c(c2)OCO3)c(C)c1Br,13%,1
O=C1C=C(c2cccc(Br)c2)C[C@@H](c2ccc3c(c2)OCO3)C1,i,-7
CCCC(=O)N(CCN1CCOCC1)c1nc2c(C)cccc2s1,7%,9
CC1CCN(S(=O)(=O)c2ccc(C(=O)Nc3nnc(-c4ccncc4)o3)cc2)CC1,?,·
COc1ccc(Cc2nc3ccc(C(=O)N(C)Cc4nccs4)cc3o2)cc1OC,?,·
COc1ccccc1N1CCN(S(=O)(=O)c2c(C)[nH]c(C)c2C(=O)N2CCCCC2)CC1,?,·

# The list is partial; the hit share may differ from the screen's.
